C diff growth: blocks growth of Clostridium difficile; Clostridium difficile clinical isolate growth, OD600, 24 h; active compounds read low; growth activity, negative = inhibition, % at 16 µg/mL (by protocol); 0.25% of 86,000 active; AID 1259249;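 active = mean growth activity at or below -80% and every replicate also at or below -80%; inconclusive = mean at or below -80% but some replicate above -80%; inactive = mean growth activity above -80%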;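 note: 0% = DMSO wells and -100% = levofloxacin 16 µg/mL wells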
KDM4C inh: inhibitors of human demethylase GASC-1 KDM4C. inhibition, % at 12.5 µM. GST-KDM4C 2-372, H3K9me3 peptide, LANCE TR-FRET. 0.15% of 96,000 active. Q9H3R0;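 active = mean replicate inhibition above about 25%, with at least 55% of replicates also reaching it, limit read from the data, passing the limit was not always enough; inconclusive = only one of those two conditions met; inactive = neither condition met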
Target sequence (Q9H3R0 2-372 limits assumed): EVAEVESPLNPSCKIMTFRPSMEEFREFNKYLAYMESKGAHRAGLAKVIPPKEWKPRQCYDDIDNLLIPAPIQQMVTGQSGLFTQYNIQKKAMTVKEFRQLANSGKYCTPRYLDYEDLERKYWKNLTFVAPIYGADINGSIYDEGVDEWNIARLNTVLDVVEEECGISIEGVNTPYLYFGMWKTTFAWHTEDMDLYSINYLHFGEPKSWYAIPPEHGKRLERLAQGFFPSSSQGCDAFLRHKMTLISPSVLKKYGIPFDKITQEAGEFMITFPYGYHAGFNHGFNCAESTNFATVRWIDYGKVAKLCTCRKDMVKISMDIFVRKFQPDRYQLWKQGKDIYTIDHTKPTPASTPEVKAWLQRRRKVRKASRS
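Material: GST-tagged GASC-1 (JMJD2C) catalytic fragment, aa 2-372. Input: enzyme final amount 10 nM. Medium: HEPES buffer, pH 7.5, plus ascorbate. Reagent: H3K9me3 peptide substrate, Fe(II), 2-oxoglutarate. Doses: single dose. Times: reaction 30 min RT, detection step 1 h RT. Measured by: LANCE TR-FRET. Evaluation: Fall in 671/618 emission ratio as inhibition.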
T cruzi growth: T. cruzi proliferation inhibition. inhibition, % at 8.34 µM. 5.9% of 77,000 active. T. cruzi beta-gal in NIH3T3, GalScreen luminescence, 90 h. AID 624255;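 active = mean inhibition above about 93%, with at least 55% of replicates each passing it, limit read from the data, passing the limit was not always enough; inconclusive = only one of those two conditions holds; inactive = neither condition holds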
Pf Dd2 inh: inhibitors of Plasmodium falciparum Dd2 growth | P. falciparum Dd2 growth, SYBR Green, 72 h; active compounds read low | activity change, % at 10 µM | 2.3% of 94,000 active; in the data active = activity change below about -80%; inconclusive = no clear call, values can overlap the other calls
* marks the source's active call; other numbers are inactive results; u = inconclusive; x = no result given; & = joins results of further samples.

SMILES	C diff growth	KDM4C inh	T cruzi growth	Pf Dd2 inh
C[C@H]1CN([C@@H](C)CO)C(=O)c2c(c3ccccc3n2C)-c2ccccc2CO[C@H]1CN(C)S(=O)(=O)c1cn(C)cn1	-0.8	-0.2	101.4*	-22.6
CCC(=O)N1[C@@H](CO)[C@@H](c2ccc(-c3cccc(OC)c3)cc2)C12CN(C(C)=O)C2	-6.6	-1.2	x	-38.4
C[C@@H]1CCCCO[C@@H](CN(C)C)[C@@H](C)CN([C@H](C)CO)C(=O)c2cc(NC(=O)Nc3ccc(F)cc3)ccc2O1	4.1	1.9	78.5	5.7
CN1C[C@@H]2[C@H](c3ccccc31)[C@@H](CO)N2C(=O)Nc1ccc(F)cc1	-10.3	-2.1	-12.8	4.9
O=C(C[C@@H]1CC[C@H]2[C@@H](COC[C@@H](O)CN2C(=O)Nc2cccc(Cl)c2)O1)NCCCN1CCOCC1	29.6&19.4	0.5	8.3	9.9
C[C@H]1CCCCO[C@H](CN(C)C(=O)Nc2ccc3c(c2)OCO3)[C@@H](C)CN([C@@H](C)CO)C(=O)c2cc(NC(=O)Nc3ccc(C(F)(F)F)cc3)ccc2O1	5.2	-0.3	79.1	u
C[C@@H]1CN([C@H](C)CO)S(=O)(=O)c2ccc(C#C[C@@H](C)O)cc2O[C@H]1CN(C)C(=O)Nc1ccccc1	-1.7	x	76.8	-92.2*
C[C@H](CO)N1C[C@H](C)[C@H](CN(C)C(=O)NC2CCCCC2)Oc2ccc(NC(=O)Nc3ccccc3)cc2CC1=O	-3.3	-0.8	14.9	11.7
O=C(NCC1CC1)[C@@H]1[C@@H](CO)[C@@H]2Cn3c(ccc(-c4ccccc4)c3=O)[C@H]1N2CC1CC1	-1.0	-0.6	2.9	-2.6
CCC(=O)N1[C@H](CO)[C@H](c2ccccc2)C12CN(C(=O)c1ccc(F)cc1)C2	-5.0	2.1	x	24.9

Compound profiles, as listed above. Screens in order: C diff growth, KDM4C inh, T cruzi growth, Pf Dd2 inh
C[C@H]1CN([C@@H](C)CO)C(=O)c2c(c3ccccc3n2C)-c2ccccc2CO[C@H]1CN(C)S(=O)(=O)c1cn(C)cn1 is entered as -0.8, -0.2, 101.4*, -22.6
CCC(=O)N1[C@@H](CO)[C@@H](c2ccc(-c3cccc(OC)c3)cc2)C12CN(C(C)=O)C2 is entered as -6.6, -1.2, x, -38.4

Later entries:
SMILES	C diff growth	KDM4C inh	T cruzi growth	Pf Dd2 inh
C[C@@H]1CCCCO[C@@H](CN(C)C(=O)Nc2ccc(C(F)(F)F)cc2)[C@H](C)CN([C@H](C)CO)C(=O)c2cc(NC(=O)Nc3ccc(F)cc3)ccc2O1	6.8	-0.7	94.6	-46.1
CCCC#Cc1ccc(CC[C@H]2O[C@H]3CC[C@@H](CO)O[C@H]3C[C@H]2NS(=O)(=O)c2ccccc2)cc1	16.9	x	x	-44.0
COc1ccc(-c2ccc([C@@H]3[C@@H](C#N)N[C@@H]3CO)cc2)cc1	-1.5	-0.5	28.9	6.8
C[C@@H]1CN([C@@H](C)CO)C(=O)c2cccc(N(C)C)c2O[C@H]1CN(C)Cc1ccc(C(=O)Nc2ccccc2N)cc1	1.8	5.4	90.1	-74.4
CC=Cc1ccc2n(c1=O)C[C@@H]1[C@@H](CO)[C@H](C(=O)NCc3ccc4c(c3)OCO4)[C@H]2N1C(C)=O (mixture of isomers)	-0.4	-0.6	22.9	-20.9
Cc1noc(C)c1NC(=O)Nc1ccc2c(c1)C(=O)N([C@H](C)CO)C[C@H](C)[C@H](CN(C)S(=O)(=O)c1cn(C)cn1)O2	-4.9	0.1	53.4	9.0
C[C@H]1CN([C@@H](C)CO)C(=O)CCCn2nncc2CO[C@H]1CN(C)Cc1cccnc1	1.5	0.4	-22.5	6.6
CCC(=O)Nc1ccc2c(c1)C(=O)N(C)C[C@H](OC)[C@H](C)CN(Cc1cccc(F)c1)[C@H](C)CO2	x	-0.4	22.0	-44.2
O=C(C[C@@H]1CC[C@H](NC(=O)CCN2CCCCC2)[C@H](CO)O1)Nc1ccc(-c2ccccc2)cc1	x	0.0	-155.2	-20.3
COc1ccc(S(=O)(=O)N2C[C@H](O)COC[C@@H]3O[C@H](CC(=O)NCCCN4CCOCC4)CC[C@H]32)cc1	x	1.7	14.8	16.9
COc1ccc2c3c(n(C)c2c1)[C@@H](CO)N(CC1CC1)CC31CCN(Cc2ccc(F)cc2)CC1	7.7	x	x	-76.8
C[C@H](CO)N1C[C@H](C)[C@H](CN(C)C(=O)Nc2ccc3c(c2)OCO3)Oc2ccc(NC(=O)C3CC3)cc2C1=O	0.4	2.3	8.9	12.7
N#C[C@@H]1[C@H](c2ccc(-c3cccc(F)c3)cc2)[C@@H](CO)N1c1nc(-c2ccccc2)cs1	-2.3	-4.5	x	16.8
COc1ccc(NC(=O)N(C)C[C@@H]2OCCCC[C@H](C)Oc3ccc(NC(=O)Nc4ccccc4)cc3C(=O)N([C@H](C)CO)C[C@@H]2C)cc1	4.3	-1.6	55.8	3.4
C[C@@H]1CN([C@@H](C)CO)C(=O)c2cccc(NC(=O)c3ccc(-c4nccs4)cc3)c2O[C@H]1CN(C)C	4.0&-0.7	-0.2	x	-35.0
O=S(=O)(N[C@H]1CC[C@@H](CCn2cc(-c3cccc(F)c3)nn2)O[C@H]1CO)c1ccccc1	-10.3	-2.8	-8.1	-23.6
C[C@H]1CN([C@@H](C)CO)C(=O)c2cc(NC(=O)CCCCCC(=O)Nc3ccccc3N)ccc2O[C@H]1CN(C)Cc1ccc(-c2ccccc2)cc1	-6.7	-2.5	x	2.9
COc1ccc(S(=O)(=O)Nc2cccc3c2O[C@H](CN(C)C(=O)Nc2ccccc2)[C@H](C)CN([C@H](C)CO)C3=O)cc1	-8.4	-2.6	-2.4	15.3
CCN1[C@@H]2c3ccc(C4=CCCCC4)c(=O)n3C[C@H]1[C@H](CO)[C@H]2C(=O)NCCOC	6.5	1.5	-33.7	x
C[C@H]1CN([C@@H](C)CO)C(=O)c2cc(-c3ccccc3F)cnc2O[C@H]1CN(C)C(=O)c1ccccn1	-0.7	0.8	10.3	30.8

Next part; it opens with the 5 that closed the last part.
SMILES	C diff growth	KDM4C inh	T cruzi growth	Pf Dd2 inh
O=S(=O)(N[C@H]1CC[C@@H](CCn2cc(-c3cccc(F)c3)nn2)O[C@H]1CO)c1ccccc1	-10.3	-2.8	-8.1	-23.6
C[C@H]1CN([C@@H](C)CO)C(=O)c2cc(NC(=O)CCCCCC(=O)Nc3ccccc3N)ccc2O[C@H]1CN(C)Cc1ccc(-c2ccccc2)cc1	-6.7	-2.5	x	2.9
COc1ccc(S(=O)(=O)Nc2cccc3c2O[C@H](CN(C)C(=O)Nc2ccccc2)[C@H](C)CN([C@H](C)CO)C3=O)cc1	-8.4	-2.6	-2.4	15.3
CCN1[C@@H]2c3ccc(C4=CCCCC4)c(=O)n3C[C@H]1[C@H](CO)[C@H]2C(=O)NCCOC	6.5	1.5	-33.7	x
C[C@H]1CN([C@@H](C)CO)C(=O)c2cc(-c3ccccc3F)cnc2O[C@H]1CN(C)C(=O)c1ccccn1	-0.7	0.8	10.3	30.8
O=C(C[C@@H]1C=C[C@H](NS(=O)(=O)c2ccccc2)[C@H](CO)O1)NCc1ccc(Cl)c(Cl)c1	x	-0.9	4.8	13.1
O=S(=O)(c1ccc(F)cc1)N1C[C@H]2[C@@H](c3ccccc31)[C@@H](CO)N2Cc1ccc2c(c1)OCO2	-3.4	-3.4	80.0	-29.7
Cc1noc(C)c1NC(=O)Nc1ccc2c(c1)C(=O)N([C@@H](C)CO)C[C@H](C)[C@H](CN(C)Cc1ccc(C(=O)O)cc1)OCCCC[C@H](C)O2	-2.4	0.9	4.9	37.6
CCCNC(=O)N1CC2(C1)[C@H](c1ccccc1)[C@H](CO)N2C(=O)C1CCCCC1	-6.0	0.1	x	23.2
CN(C)CC(=O)N1[C@@H](CO)[C@@H](c2ccccc2)C12CN(CCC(F)(F)F)C2	-1.8	-0.2	x	-1.4
Cc1noc(C)c1NC(=O)Nc1ccc2c(c1)C(=O)N([C@@H](C)CO)C[C@@H](C)[C@@H](CN(C)S(=O)(=O)c1ccc(F)cc1)O2	-0.7	0.0	9.2	4.7
CO[C@@H]1CN(C)C(=O)c2cc(NC(=O)CC(F)(F)F)ccc2OC[C@H](C)N(C(=O)c2ccccc2F)C[C@@H]1C	-9.0	-1.3	x	-10.2
COCC(=O)N(C)C[C@@H]1Oc2cc(C#CC3CCCC3)ccc2S(=O)(=O)N([C@@H](C)CO)C[C@@H]1C	x	2.4	-24.7	-24.5
CNC[C@@H]1OCCCC[C@H](C)Oc2ccc(NC(=O)Nc3cccc4ccccc34)cc2C(=O)N([C@@H](C)CO)C[C@H]1C	1.9	x	58.1	-2.6
C[C@H]1CN([C@@H](C)CO)S(=O)(=O)c2ccc(Br)cc2O[C@@H]1CN(C)Cc1ccccn1	9.3	-0.2	39.2	-36.0
COc1ccc(NC(=O)N(C)C[C@H]2OCCCC[C@@H](C)Oc3ccc(NC(=O)Nc4ccc(C(F)(F)F)cc4)cc3C(=O)N([C@H](C)CO)C[C@@H]2C)cc1	0.9	0.1	108.4*	-23.1
COCC#Cc1ccc([C@@H]2[C@H](CO)N3CCCCN(C(=O)COC)C[C@@H]23)cc1	-8.2	0.4	41.8	28.1
Cn1cnc(S(=O)(=O)N[C@H]2C=C[C@@H](CC(=O)NCC3CCCCC3)O[C@@H]2CO)c1	0.0	1.9	x	11.6
C[C@H]1CN([C@@H](C)CO)C(=O)c2cc(NC(=O)Cc3ccccc3)ccc2O[C@@H]1CN(C)S(=O)(=O)c1ccc(Cl)cc1	-11.6	-0.7	-5.2	-34.0
CC(C)NC(=O)Nc1ccc2c(c1)C(=O)N([C@H](C)CO)C[C@@H](C)[C@H](CN(C)S(=O)(=O)c1ccccc1)O2	-0.7	1.4	-0.5	-25.2
C[C@H](CO)N1C[C@H](C)[C@@H](CN(C)S(=O)(=O)c2cn(C)cn2)Oc2cc(C3=CCCCC3)ccc2S1(=O)=O	6.2	-1.7	41.9	-11.5
C[C@@H]1CN([C@@H](C)CO)S(=O)(=O)c2ccc(-c3ccc(F)cc3)cc2O[C@@H]1CN(C)C	-7.3	0.0	28.9	-4.4
C[C@@H]1CN([C@H](C)CO)C(=O)c2cc(NC(=O)c3ccncc3)ccc2O[C@@H](C)CCCCO[C@H]1CN(C)S(=O)(=O)c1ccc(F)cc1	-7.2	0.0	x	-50.8
C[C@H](CO)N1C[C@H](C)[C@@H](CN(C)C(=O)C2CCCCC2)Oc2cc(C#CC3CC3)ccc2S1(=O)=O	7.2	-1.5	u	-8.6
C[C@H]1CCCCO[C@H](CN(C)C(=O)c2ccncc2)[C@@H](C)CN([C@@H](C)CO)C(=O)c2cc(NS(=O)(=O)c3cn(C)cn3)ccc2O1	0.5	0.3	31.0	21.5
COc1ccccc1-c1cnc2c(c1)C(=O)N([C@@H](C)CO)C[C@@H](C)[C@H](CN(C)C(=O)c1cccnc1)O2	0.4&4.8	-0.3	17.5	5.0&15.5
CC(C)C(=O)Nc1ccc2c(c1)C(=O)N(C)[C@@H]1CC[C@@H](CC(=O)NCCCN(C)C)O[C@H]1CO2	4.5	1.3	3.1	-14.3
N#Cc1cccc(-c2ccc3c(c2)[C@H]2[C@H](CCN2Cc2ccncc2)[C@H](CO)N3)c1	-10.5	1.1	85.2	-68.7
O=C(Cc1ccccn1)NCC[C@H]1CC[C@@H](NC(=O)Nc2ccc(C(F)(F)F)cc2)[C@@H](CO)O1	-1.6	0.6	24.2	-23.7
CCCC#Cc1cnc2c(c1)C(=O)N([C@@H](C)CO)C[C@H](C)[C@@H](CN(C)C(=O)CCN1CCCCC1)O2	-4.4	-0.1	x	-12.5
C[C@H]1CCCCO[C@@H](CN(C)Cc2ccc(C(F)(F)F)cc2)[C@@H](C)CN([C@@H](C)CO)C(=O)c2cc(NS(=O)(=O)c3ccc(F)cc3)ccc2O1	14.3	-1.8	40.3	-31.9
Cc1noc(C)c1S(=O)(=O)N(C)C[C@H]1Oc2ccc(NS(C)(=O)=O)cc2C(=O)N([C@H](C)CO)C[C@H]1C	x	-0.6	55.3	18.7
CNC[C@@H]1OCCCC[C@@H](C)Oc2ccc(NS(=O)(=O)c3ccc(C)cc3)cc2C(=O)N([C@@H](C)CO)C[C@@H]1C	0.3	-0.2	15.8	-21.8
O=C(NCC[C@@H]1CC[C@@H](NC(=O)C2CCC2)[C@@H](CO)O1)Nc1ccc(Cl)cc1	3.3	-2.7	x	10.4
COCC(=O)N1[C@@H](CO)[C@@H]2c3ccccc3N(C(=O)c3cccc(OC)c3)C[C@@H]21	-0.9	0.2	-9.0	-3.9
COc1ccc(NC(=O)N(C)C[C@H]2Oc3ccc(NC(=O)Cc4ccccc4)cc3C(=O)N([C@@H](C)CO)C[C@@H]2C)cc1	-2.2	0.9	11.4	-8.8
Cc1noc(C)c1NC(=O)N(C)C[C@H]1Oc2cc(C#CCC3CCCC3)ccc2S(=O)(=O)N([C@H](C)CO)C[C@@H]1C	17.6	1.8	x	-19.7
C[C@@H]1CN([C@@H](C)CO)C(=O)CCCn2cc(nn2)CO[C@H]1CN(C)Cc1ccc(-c2ccccc2)cc1	-0.7	0.6	23.6	-15.0

Screens from PubChem.

Hits appear at their usual frequency, and some 7.2% of all compounds hit somewhere here.
